Bioassay records (PubChem)
MT stabilize HCS = stabilizes microtubules in HeLa cells; AID 2205; HeLa tubulin immunostaining HCS, 24 h; share of cells brighter than vehicle mean+2SD; actives 0.83% (n = 200,000); % tubulin-high responders, % at 10 µM;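 active = plate Z-score above 3 for both tubulin-high and condensed-nucleus cell shares, with cell loss under 80%, at 10 µM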;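 also: anti alpha tubulin signal scored within the nucleus-defined area of each cell; some results filed as inactive read as strong as hits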
Myeloid diff MLP = myeloid differentiation induction; calls only at 10 µM; actives 1% (n = 360,000); ER-HoxA9 myeloid progenitors, lysozyme-GFP differentiation, flow cytometry;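 active = normalized GFP-positive differentiation at or above the plate's own cutoff, the solvent-only control mean plus 3 SD; inconclusive = no clear call, values can overlap the other calls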;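 also: cells exposed to compound for four days before flow analysis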
Insulin prom up = MIN6 insulin promoter up-regulation; MIN6 insulin promoter-GFP reporter, high-content imaging; active compounds read high; z-score at 5 µM; actives 0.3% (n = 190,000);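 active = z-score above 3 at 5 µM with at least 500 cells counted in the well; inconclusive = wells under 500 cells, flagged as cytotoxic or low count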
T cell HTS = modulates CD8 T cell binding to vesicles; calls only at 7 µM; actives 0.068% (n = 330,000); AID 2052; 2C CD8+ T cell-vesicle binding, flow cytometry; active compounds read low;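 active = response, share of CD8 T cells binding vesicles, and their 90th percentile fluorescence all below set limits, cut at about 80% in these data, passing the limit was not always enough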
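Incubation: binding step 1.5 h, 37 °C, antibody labelling 20 min, ice; system: murine 2C transgenic CD8+ T lymphocytes; technique: cytometric PE anti-B7-1 and Alexa647 anti-CD8 signals after 1% paraformaldehyde fixation; also added: QL9-charged Drosophila Ld/ICAM-1/B7-1 vesicles; control set: naked versus QL9-loaded vesicles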
Autophagy mod = alters autophagy in cells; actives 0.98% (n = 190,000); calls only at 10 µM (by protocol); AID 463193; MEF GFP-LC3 puncta imaging; test concentration mostly 10 µM;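 active = percentage of spot-positive cells more than 3 SD above its plate mean, without a fluorescence outlier flag or 80% toxicity; inconclusive = no clear call, values can overlap the other calls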;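 also: spot-positive cell cutoff set from DMSO-treated cells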
WT yeast gro inh = growth inhibition of WT yeast, mitochondrial fusion screen. actives 2.1% (n = 190,000). inhibition, % at 10 µM. mitochondrial fusion phenotypic screen, WT strain; in the data active = inhibition above about 58%; tested in S. cerevisiae
Hep lipid drop = hepatic lipid droplet formation modulation; AML12 mouse hepatocytes, oleate lipid droplets, BODIPY imaging; inhibition, % at 6.5 µM; actives 0.4% (n = 240,000);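 active = lipid droplet intensity inhibited by at least 50%, with more than 500 cells counted; inconclusive = wells with under 300 cells, treated as cytotoxic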
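Test system: AML12 mouse liver cells; schedule: overnight exposure; technique: high-content imaging of BODIPY-stained droplets and DAPI nuclei; read-out: % inhibition of corrected integrated BODIPY droplet signal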
West Nile virus CPE = West Nile virus antiviral activity, cell-based, CPE readout (AID 1621). West Nile virus-infected cells, CPE inhibition; higher % means a stronger effect. CPE inhibition, % at 10 µM; hits with a dose series show IC50 in µM. actives 0.02% (n = 290,000); in the data active = a potency from the dose series; inconclusive = CPE inhibition mostly from about 3.7% at the one dose, without a potency; inactive = the rest, 99 in 100 with CPE inhibition below about 2.2%; also: strong numbers were not always called active
b-catenin transl = beta-catenin nuclear translocation modulation | nuclear translocation activity, % at 5 µM | actives 0.3% (n = 190,000) | HeLa beta-catenin nuclear translocation, immunofluorescence imaging;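 active = nuclear translocation activity above 50% at 5 µM, with a well cell count of 50 or more; inconclusive = wells under 50 cells across six images, flagged as toxic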;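 also: per-cell ratio of nuclear to cytoplasmic median beta-catenin stain intensity; plate controls were DMSO negative control for no effect and GSK-3 inhibitor IX positive control for full effect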
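Test system: human HeLa cell line; Doses: 5 µM primary, 0.02–20 µM confirmation; Incubation: 24 h compound exposure, 37°C; Detection: beta-catenin immunofluorescence imaging with DAPI; Read-out: beta-catenin nuclear/cytoplasmic ratio, % activation.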
WT yeast gro inh mutant strain = second read-out of WT yeast gro inh, no call of its own (marks repeat the call); inhibition, %; mitochondrial fusion phenotypic screen, mutant strain inhibition
Insulin prom up cell count = also measured in Insulin prom up; calls as there; cell count; measured here: cytotoxicity, nuclei count;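 total cells summed across four imaged fields per well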
Hep lipid drop cells 6.5 µM = also measured in Hep lipid drop; calls as there; cell count; measured here: cell count, cytotoxicity flag;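 cells counted across two imaged fields per well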
b-catenin transl cell count 5 µM = further read-out of b-catenin transl, marked with its call; cell count; measured here: cell count, cytotoxicity flag
T cell HTS vesicle-bound % = further read-out of T cell HTS, marked with its call; double positive events, %; measured here: CD8+ vesicle-bound cell fraction;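 binding gate set so that unloaded-vesicle control wells show 10% double positive cells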
MT stabilize HCS Hoechst-high % = second read-out of MT stabilize HCS, no call of its own (marks repeat the call); % Hoechst-high responders; measured here: nuclear condensation Hoechst responders;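 share of cells brighter than vehicle mean plus two SD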
MT stabilize HCS cytotoxicity % = recorded beside MT stabilize HCS, whose call it bears; toxicity, %; measured here: cytotoxicity by cell density;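 0% = mean cell density of plate MIN control wells and 100% = no cells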
Autophagy mod cell loss 18 h = also measured in Autophagy mod; calls as there; toxicity, %; measured here: cell loss, nuclei count;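 cell loss after 18 h compound exposure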
Myeloid diff MLP GFP+ MAC1+ % = further read-out of Myeloid diff MLP, marked with its call; GFP+ MAC1+ double positive, %; measured here: differentiation confirmed by MAC1 staining
* marks the source's active call; other numbers are inactive results; i = inactive; ? = inconclusive; · = no result given. The list is partial. The share of hits here may be higher or lower than overall.

#	SMILES	MT stabilize HCS	MT stabilize HCS Hoechst-high %	MT stabilize HCS cytotoxicity %	Myeloid diff MLP	Myeloid diff MLP GFP+ MAC1+ %	Insulin prom up	Insulin prom up cell count	T cell HTS	T cell HTS vesicle-bound %	Autophagy mod	Autophagy mod cell loss 18 h	WT yeast gro inh	WT yeast gro inh mutant strain	Hep lipid drop	Hep lipid drop cells 6.5 µM	West Nile virus CPE	b-catenin transl	b-catenin transl cell count 5 µM
1	COc1cccc(-n2c(C)nc3ccccc3c2=O)c1	2.4	1.5	2.4	i	1.8	0.74	1150	i	37.1	i	29.4	5.1	6.2	7.3	759	1.1%	·	·
2	CNC(=O)ON(C(=O)NC)C1N(C)C(=S)SC1(C)C (configuration not stated)	4.8	3.6	7.2	i	0.6	·	·	i	15.2	i	-20.6	-11.3	-0.7	1.8	769	0.9%	2.7	997
3	CCN1CCN(c2nc3c(c(=O)[nH]2)CCC3)CC1	·	·	·	i	1.2	·	·	i	40.1	·	·	·	·	10.1	880	-0.2%	·	·
4	Cc1cccc(-n2c(C)nc3ccccc3c2=O)c1C	2.8	2.2	8.8	i	0.0	0.49	1617	i	27.1	i	-4.9	0.5	-6.7	-13.2	750	-0.2%	-0.5	978
5	O=P(Nc1ccccc1Cl)(c1ccccc1)c1nc2c(s1)CCCC2 (configuration not stated)	0.8	1.4	4.9	i	0.3	-0.6	1455	i	43.3	i	36.1	-3.1	-30.1	·	·	-0.7%	-1.8	1275
6	Cc1nnc(SCc2nc3ccccc3c(=O)n2-c2ccccc2Cl)n1N	3.5	2.5	4.7	i	10.3	·	·	i	13.7	i	-7.0	4.1	11.1	6.4	713	0.2%	·	·
7	CN(C)CCN=Cc1c(O)n(C2CCCCCC2)c(=O)[nH]c1=O	1.7	1.6	4.8	?	·	0.56	1282	i	37.1	i	-8.3	-3.5	-5.2	·	·	0.1%	-3.7	984
8	CN1C(=O)C(=Cc2cccnc2)C(=O)N(C)C1=O	·	·	·	i	0.1	0.04	1047	i	42.1	·	·	·	·	-8.5	678	0.1%	0.2	1269
9	COC1=CC(=O)OC(/C=C/c2ccccc2)C1 (configuration not stated)	3.5	2.8	8.3	i	5.5	·	·	i	39.6	i	9.4	8.4	-1.6	-11.4	716	-0.2%	·	·
10	Cc1cccc(OP(=O)(Nc2cccnc2)Oc2cccc(C)c2)c1	1.9	2.8	8.7	i	0.4	0.04	1383	i	47.1	i	-6.5	13.0	-12.4	-8.7	542	-0.4%	·	·
11	C[C@H]1CCCC(=O)CCC/C=C/c2cc(O)cc(O)c2C(=O)O1	2.2	2.5	2.7	i	0.7	-0.37	907	i	18.3	i	9.3	18.0	8.3	-22.6	745	0.8%	-1.8	1018
12	O=C1NC(=O)C(=Cc2coc3ccccc3c2=O)C(=O)N1	1.9	2.7	6.6	i	0.3	0.79	1230	i	60.4	i	4.0	9.9	15.8	27.2	692	0.0%	-1.7	1075
13	CCOC(=O)c1c(C)n(Cc2ccccc2)c2ccc(OCC(O)Cn3nc(C)nc3C)cc12 (configuration not stated)	1.9	3.1	11.3	i	1.8	1.82	1998	i	37.2	i	-13.2	7.5	-2.8	5.3	643	·	-1.0	1106
14	CCOc1ccccc1NC(=O)N1CCC2(CC1)OCCO2	1.7	2.2	8.9	i	0.7	0.31	1485	i	48.4	i	6.1	-3.0	-12.5	0.6	710	·	0.8	1271
15	CCOC(=O)C1=C(N)Oc2ccccc2C12C(=O)N(CC(=O)OC)C(CC(=O)OC)=C2C(=O)OC (configuration not stated)	2.5	2.9	9.5	i	6.0	·	·	i	2.2	i	3.2	-0.2	-7.8	·	·	0.3%	·	·
16	CC(=O)C1(c2ccccc2)CCNCC1	2.0	2.5	10.4	i	1.1	0.02	1265	i	18.0	i	5.8	-2.5	-26.6	4.8	632	0.4%	·	·
17	C=CCN1C(=O)C2(C(C(=O)OCC)=C(N)Oc3ccccc32)c2c1c1ccccc1oc2=O (configuration not stated)	3.7	2.0	7.9	i	1.8	0.45	1332	i	32.7	i	-1.4	4.4	-2.1	-2.3	776	0.0%	·	·
18	O=C(Nc1ccc(F)cc1F)c1cccn(Cc2ccccc2)c1=O	6.0	2.0	8.0	i	0.1	0.23	1217	i	44.1	i	11.9	0.8	2.5	·	·	-1.6%	2.0	1013
19	O=C(NC1CC1)C1CSC(c2cccnc2)=N1 (configuration not stated)	5.2	2.2	10.5	i	4.5	-1.21	1372	i	22.8	i	9.7	2.8	6.2	·	·	-0.1%	-2.7	976
20	CCOc1cccc(C2NCc3ccccc3-n3cccc32)c1O (configuration not stated)	1.7	1.3	4.4	i	0.9	-0.37	1390	i	18.0	i	-7.4	6.5	13.0	·	·	0.4%	-0.9	749
21	CN1CCN(/N=C/c2c(O)n(Cc3ccc(F)cc3)c(=O)[nH]c2=O)CC1	·	·	·	i	0.6	0.03	1184	i	23.5	·	·	·	·	-6.2	691	0.2%	1.2	1309
22	CN(C)C1(c2nnnn2CCOC(=O)Nc2ccc(Cl)cc2)CCCCC1	3.4	1.6	8.7	i	0.6	-0.14	1174	i	25.8	i	4.3	20.1	10.8	14.1	713	-0.6%	·	·
23	CCCc1nnc(NC(=O)CCC(=O)N2CCN(CCOC(c3ccccc3)c3ccccc3)CC2)s1	5.2	2.9	9.3	i	0.5	-0.97	1384	i	48.5	i	4.5	17.0	-2.6	-5.5	536	-1.1%	2.0	1068
24	O=C(c1ccccc1F)c1cn(CC(=O)N2CCCCC2)c2ccccc12	1.6	0.7	7.0	i	0.4	0.29	709	i	38.0	i	-1.9	-6.0	-11.0	-1.8	757	-0.3%	-4.1	1007
25	CC1N(O)C2CCCCCC2N1O (configuration not stated)	1.2	1.0	2.6	i	0.3	-0.92	1298	i	43.7	i	-5.1	18.3	18.0	20.4	756	0.2%	-0.9	1196
26	CC12CN3CN(C1)CC(c1ccccc1)(C3)C2=O	4.2	2.8	4.2	i	0.4	·	·	i	18.1	i	2.9	-12.2	2.2	8.4	734	0.1%	-0.9	1120
27	Brc1cccc(CNCCc2ccc3c(c2)OCO3)c1	·	·	·	i	0.4	·	·	i	60.4	·	·	·	·	4.0	833	0.2%	·	·
28	OCCN1C2CCC1CC(O)(c1ccc(F)cc1)C2 (configuration not stated)	2.5	1.8	6.8	i	0.6	1.62	858	i	39.9	i	2.7	-3.3	12.1	0.3	822	1.3%	·	·
29	Cn1c(O)c(/C=N/NC(=O)c2ccncc2)c(=O)n(C)c1=S	·	·	·	i	0.2	0.54	1009	i	37.9	·	·	·	·	6.4	703	0.0%	1.2	1377
30	CCCCn1c(O)c(C(CC)=NCc2ccco2)c(=O)[nH]c1=O	2.4	1.5	5.0	i	13.2	-0.21	1498	i	39.4	i	-6.0	2.0	19.5	·	·	-0.9%	-2.3	1403
31	Cc1ccc2nc(-c3ccncc3)cc(C(=O)N3CCC4(CC3)OCCO4)c2c1	3.6	2.4	4.1	i	1.4	·	·	i	25.9	i	27.9	-1.9	7.3	-13.6	719	0.4%	·	·
32	C[n+]1c2ccccc2nc2ccc(NCCO)cc21	·	·	·	?	·	·	·	i	23.1	·	·	·	·	-17.1	780	-2.2%	·	·
33	CCCC1(CCC)C(=O)NC(=NCc2ccccc2)NC1=O	6.0	4.1	8.1	i	0.3	0.1	1199	i	7.3	i	12.3	4.1	20.7	·	·	0.3%	-1.0	943
34	CCCCn1c(O)c(C(CC)=Nc2ccc(OCC)cc2)c(=O)[nH]c1=O	4.5	2.8	6.8	i	1.4	-0.69	967	i	13.8	i	18.9	13.0	8.5	4.2	726	-1.3%	-4.9	1264
35	CSc1ncc(Cl)c(C(=O)O)n1 (tested in a mixture with another compound)	0.9	1.2	6.8	i	0.8	0.08	834	i	9.0	i	-6.2	0.3	-18.0	5.6	748	0.2%	-0.8	1084
36	CCC(=O)N1N=C(c2c(O)n(CCc3ccccc3)c(=O)[nH]c2=O)CC1c1ccc(OC)c(OC)c1 (configuration not stated)	·	·	·	i	0.2	-0.06	1244	i	23.8	·	·	·	·	-9.5	683	0.2%	-0.1	1299
37	O=C(c1cc(-c2cccnc2)nc2ccc(Cl)cc12)N1CCC2(CC1)OCCO2	4.1	2.5	11.2	i	0.4	-0.76	1369	i	50.2	i	-13.1	18.7	5.7	-0.2	712	1.8%	·	·
38	CC(=O)N1CC(=O)Nc2ccc(Cl)cc2C1c1ccccc1 (configuration not stated)	·	·	·	i	0.4	·	·	i	59.8	·	·	·	·	15.4	403	-0.3%	·	·
39	CCc1ccc(N2C(=O)NC(=O)/C(=C\c3cc(C)n(-c4cc(C(=O)O)cc(C(=O)O)c4)c3C)C2=O)cc1	·	·	·	i	1.2	·	·	i	6.4	·	·	·	·	-3.1	816	0.0%	·	·
40	CCOC(=O)[C@@]1(C#N)C(c2ccc(Cl)c(Cl)c2)[C@H](C(N)=O)N2C=C(C(C)=O)C=C[C@H]21 (some centres not stated)	2.4	1.6	2.5	i	0.0	-0.16	1565	i	19.7	i	1.8	5.2	-15.8	·	·	0.2%	-0.7	1497
41	CC(C)c1ccc(N2C(=O)CC(=O)NC2=O)cc1	·	·	·	i	1.2	·	·	i	7.8	·	·	·	·	-0.6	838	0.1%	·	·
42	O=C(CCn1nc(-c2ccc(Cl)cc2)ccc1=O)N1CCC2(CC1)OCCO2	3.3	2.3	14.2	i	0.1	-0.35	969	i	34.3	i	2.0	-4.8	4.7	-55.3	635	-0.5%	-1.6	1096
43	CN(C)C(=O)Oc1cccc(NC(=O)c2ccccc2C(F)(F)F)c1	·	·	·	i	0.7	·	·	i	7.7	·	·	·	·	-0.9	703	0.0%	-1.0	1313
